TbHK1 inh: blocks Trypanosoma brucei hexokinase 1 activity. recombinant TbHK1, G6PDH-coupled NADH A340. inhibition, % at 10 µM. 0.11% of 220,000 active. AID 1430;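 active = inhibition of 50% or more in the single-dose primary screen; inactive = inhibition below 50%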
Furin inh: inhibitors of human furin; purified furin, fluorogenic substrate cleavage; 0.061% of 220,000 active; AID 463115; P09958; inhibition, % at 30 µM; in the data active = inhibition above about 25%; also: inactives centre near -15
Target sequence (P09958 108-714 limits assumed): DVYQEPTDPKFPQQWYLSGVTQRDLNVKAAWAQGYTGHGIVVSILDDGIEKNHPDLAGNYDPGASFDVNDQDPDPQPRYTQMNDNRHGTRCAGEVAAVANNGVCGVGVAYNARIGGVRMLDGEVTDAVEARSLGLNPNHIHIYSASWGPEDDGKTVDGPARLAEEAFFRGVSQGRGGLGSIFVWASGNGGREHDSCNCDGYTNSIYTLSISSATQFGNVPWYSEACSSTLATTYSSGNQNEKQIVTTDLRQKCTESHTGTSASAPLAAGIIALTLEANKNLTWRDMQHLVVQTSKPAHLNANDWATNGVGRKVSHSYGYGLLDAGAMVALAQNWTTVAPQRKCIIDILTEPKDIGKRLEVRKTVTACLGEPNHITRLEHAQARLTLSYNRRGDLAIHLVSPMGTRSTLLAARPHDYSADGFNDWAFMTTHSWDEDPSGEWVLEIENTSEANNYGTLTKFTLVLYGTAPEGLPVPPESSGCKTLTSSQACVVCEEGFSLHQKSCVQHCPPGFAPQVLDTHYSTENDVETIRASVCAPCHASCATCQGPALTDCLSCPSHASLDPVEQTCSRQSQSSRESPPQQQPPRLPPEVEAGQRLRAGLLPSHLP
TRPML3 agonist: agonists of human TRPML3 channel. AID 1448. Q8TDD5. HEK293 TRPML3-YFP, Fluo-8 calcium fluorescence; 100% = the carbachol control signal. activation, % at 3 µM. 0.29% of 220,000 active;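 active = activation above its plate's cutoff, the mean activation of the plate's test wells plus 3 SD, cut at about 12% in these data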;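 also: 0% = DMSO only wells and 100% = carbachol wells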
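Test system – HEK293 line with stable expression of human TRPML3-YFP channel · Control set – carbachol 87 µM final as high control (100%), DMSO as low control (0%) · Signal – Fluo-8 calcium dye fluorescence, ex 470-495, em 515-575 nm · Incubation – 1-h 37 °C dye load, 5-s basal, 120-s post-compound reads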
thrombin 1536: thrombin (human) inhibition | P00734 | alpha-thrombin, Boc-VPR-AMC fluorogenic substrate cleavage | inhibition, % at 5 µM | 0.26% of 220,000 active | AID 1046;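 active = inhibition at or above 40%; inactive = inhibition below 40%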;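 also: 0% = enzyme with no compound and 100% = wells without enzyme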
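System – human alpha-thrombin · Medium – pH 7.5 Tris (50 mM) with NaCl 150 mM, Tween 20 0.05% · Compound – single-point dosing at 5 µM, 0.2% DMSO · Incubation – enzyme reaction carried out at room temperature · Technique – fluorescence of released AMC, ex 355 nm, em 460 nm · Read-out basis – % inhibition of thrombin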
KCC2 mod: modulators of human KCC2 chloride dependent transport. KCC2 cells, thallium flux FluoZin-2 fluorescence. B-score of Tl+ flux slope (higher = more flux/activation; lower = inhibition) at 10 µM. 2.2% of 190,000 active. Q9H2X9;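 active = thallium flux slope and its plate-corrected score both differing from the plate sample mean at a set confidence after two filtering rounds, in either direction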;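 also: slope of fluorescence scaled to starting intensity during 10 to 20 s after thallium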
TRPN1 ag: agonists of zebrafish TRPN1 channel. activation, % at 3 µM. 0.18% of 220,000 active. AID 1424. HEK293 zebrafish TRPN1-YFP, Fluo-8 calcium fluorescence; 100% = response to 87 µM carbachol;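 active = activation above its plate's cutoff, the mean activation of test wells on that plate plus 3 SD, cut at about 19% in these data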;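 also: 0% = DMSO alone and 100% = 87 µM carbachol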
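System: zebrafish TRPN1-YFP in HEK293 cells / Dosing: 3 µM single point / Timing: dye loading 1 h at 37 °C, then 30 min room temperature / Signal: Fluo-8 calcium fluorescence, excitation 470-495 nm, emission 515-575 nm / Read-out basis: percent activation from peak over basal fluorescence ratio, control-normalized / Control set: high carbachol 87 µM, low DMSO alone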
EBV gp42 inh: blocks Epstein-Barr virus glycoprotein 42 binding; inhibition, % (tested at 21.74 µM); 0.42% of 220,000 active; AID 1085; Fluorescence polarization binding assay, mP read-out; Q1HVG2; in the data active = inhibition above about 50%
Target sequence (Q1HVG2 whole entry, looked up): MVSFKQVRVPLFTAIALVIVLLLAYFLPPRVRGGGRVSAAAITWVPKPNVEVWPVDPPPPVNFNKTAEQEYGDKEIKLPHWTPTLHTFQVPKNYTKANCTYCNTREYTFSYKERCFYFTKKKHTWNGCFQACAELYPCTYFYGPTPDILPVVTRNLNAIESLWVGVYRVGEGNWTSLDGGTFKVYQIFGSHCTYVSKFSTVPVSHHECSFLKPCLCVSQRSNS
PPC-1+TRAIL kill: PPC-1 cancer cell killing with TRAIL present | PPC-1 cells + TRAIL, ATPLite viability luminescence | cell killing (% activity), % at 4 µM | 0.41% of 220,000 active;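 active = cell killing above 50% in the first pass at 4 µM, then a duplicate retest at 5 µM averaging 50% or more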;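 also: plate controls were cells with TRAIL plus DMSO for no effect and medium-only wells lacking cells for full effect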
Calpain2 inh: calpain II (pig) inhibition; purified calpain II, fluorogenic peptide substrate, 30 min; inhibition, % at 16 µM; 0.37% of 220,000 active; AID 1236;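 active = inhibition above about 50%, limit read from the data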
Starred values were filed as active, the others as inactive; i = inactive; x = not tested or not shown; [ ] = remark or other dose. No enrichment for hits; any-hit rate near 3.6%.

SMILES | TbHK1 inh | Furin inh | TRPML3 agonist | thrombin 1536 | KCC2 mod | TRPN1 ag | EBV gp42 inh | PPC-1+TRAIL kill | Calpain2 inh
O=C1CN(C(=O)COc2ccc(F)cc2Cl)c2ccccc2N1 | 1 | -4 | 0.0 | 14 | -0.27 | 0.2 | -16 | 14 | 14
CCOCCCNC(=O)CN1C(=O)/C(=C\c2ccc(C)cc2)Sc2ccccc21 | 4 | -2 | -0.4 | -9 | -4.1 | -1.1 | 1 | 2 | -16
COC(=O)Cc1ccc(NC(=S)NC2CC2)cc1 | -6 | -11 | 0.2 | -11 | -0.39 | -0.9 | -8 | -26 | -9
Cc1ccc(Nc2nnns2)cc1 | -7 | -11[20 µM] | 0.7 | 0 | 1.6 | 0.7 | -23 | 12 | 18
O=C1C(c2cc(=O)c3ccccc3[nH]2)=C(O)c2ccccc21 | -1 | -12 | -0.3 | -4 | -0.84 | 1.4 | 2 | 56*[5 µM] | -3
O=C(O)c1ccc(Cl)c(S(=O)(=O)Nc2ccc3[nH]c(=O)[nH]c3c2)c1 | -4 | -15 | 0.8 | -3 | x | 1.6 | 5 | 17 | -8
CC(C)(C)OC(=O)N/N=C/c1ccc(C(=O)O)cc1 | 4 | -14 | 0.8 | -8 | 1.2 | 1.5 | 7 | 11 | -12
CCn1ccc(C(=O)Oc2ccc(Cl)cc2)n1 | -4 | -26[20 µM] | -0.4 | -1 | -0.73 | 0.7 | 4 | -2 | -7
FC(F)(F)COc1nc(N2CCCCC2)nc(N2CCNCC2)n1 | 3 | -9[20 µM] | 0.6 | -6 | -0.98 | -0.2 | -3 | -5 | 17
FC(F)Oc1ccc(NC(=S)NCc2ccccc2)cc1Cl | -10 | -12[20 µM] | 2.1 | 2 | -0.031 | 3.3 | 7 | -12 | 44
Cc1ccc2cc(CN(Cc3ccc4c(c3)OCO4)Cc3nnnn3Cc3ccco3)c(=O)[nH]c2c1C | -9 | 0[20 µM] | 0.0 | -1 | -0.66 | 0.6 | -11 | 16 | -89
CC(CN1CCCCC1)NC(=O)c1cc(-c2ccccn2)nc2ccc(Cl)cc12 (centres undefined) | -7 | -22 | 0.6 | 2 | -0.18 | 0.8 | -4 | 24 | -27
N#CC1CCCc2c1[nH]c1ccc([N+](=O)[O-])cc21 (centres undefined) | -16 | 1 | 0.2 | -7 | 0.18 | 0.3 | -6 | 11 | -6
Cc1nccc2[nH]c(=O)c(C(=O)NC(C)CCc3ccccc3)cc12 (centres undefined) | -20 | -9 | 1.4 | -7 | -0.53 | 0.5 | -8 | 4 | 9
CCc1nnc(NC(=O)CSc2ncc(-c3ccccc3)n2CC)s1 | 2 | -13 | -0.5 | -4 | -0.71 | -1.1 | -18 | 9 | 2
CCNc1nc(NC(C)C)nc(Oc2ccc(/C=N/O)cc2)n1 | -3 | -15[20 µM] | 0.2 | -2 | x | 0.7 | -1 | 28 | -41
Cc1ccc(NS(=O)(=O)c2ccc(OCC(=O)NCc3cccnc3)cc2)cc1 | 1 | -1 | -0.2 | 28 | -0.49 | 0.7 | 4 | 14 | 25
CCc1cc(C(=O)NNC(=S)NCc2ccccc2)cs1 | 4 | -13[20 µM] | 0.2 | -1 | -0.94 | -0.8 | -12 | 15 | 2
CCCOc1ccc(C2C(C(=O)c3ccco3)=C(O)C(=O)N2CCN2CCOCC2)cc1OC (centres undefined) | -10 | -10 | 0.5 | -5 | x | 0.8 | 1 | -8 | 3
CN(C)c1ccc(N/C=C/C(=O)C(C)(C)C)cc1 | -18 | -22[20 µM] | 1.3 | 4 | -1.2 | 0.8 | -11 | -7 | 12
CCOc1ccc(N2C(=O)C3C(c4ccccc4)=NN(c4ccccc4)C3C2=O)cc1 (centres undefined) | -15 | -61 | 1.1 | -6 | 0.99 | 1.1 | -2 | -4 | -429
OCC(Cc1ccccc1)Nc1c2ccccc2nc2ccccc12 (centres undefined) | 7 | -9 | 0.6 | -2 | -0.016 | 2.2 | 16 | 2 | -109
COc1ccc(Br)cc1/C=C/C(=O)Nc1ccc(C)cc1 | -1 | -14 | 0.1 | -5 | 0.62 | 1.0 | -8 | 10 | 9
COc1ccc(Cl)cc1NC(=O)CSc1nc(N2CCCCC2)nc(N2CCCCC2)n1 | -2 | -13[20 µM] | 0.3 | -1 | x | -0.1 | -7 | 5 | 24
C=CCn1c(Cc2cccs2)nnc1SCC(=O)c1ccc(F)cc1 | 45 | -5 | -0.7 | -14 | -4.1* | 1.6 | -1 | 6 | -33
CCOP(=O)(OCC)C(Nc1cc(Cl)cc(Cl)c1)c1cccc(O)c1 (centres undefined) | -6 | -11 | 1.9 | 6 | 0.32 | 1.8 | -2 | 2 | 6
CSc1nc2ccccc2s1 | 0 | 3 | -0.5 | 2 | -0.2 | 1.3 | -17 | 6 | -4
c1ccc(N2CC[N+]3(CCCC3)CC2)nc1 | -2 | -18 | 1.3 | -2 | -0.95 | 0.1 | -18 | -5 | -6
CCCCCC(=O)Nc1ccc2ccccc2c1 | 25 | -8 | -0.4 | 27 | -1.5 | -0.3 | 6 | 4 | 23
CCc1c(O)nc(SCc2nc3ccccc3c(=O)[nH]2)[nH]c1=O | -5 | -11 | 0.7 | 3 | -0.028 | 1.3 | -8 | 0 | 3
CSc1nc(C)c(C(=O)Nc2ccccc2)c(C)c1C#N | -4 | -30[20 µM] | 0.0 | -9 | -1.9 | 0.1 | -13 | 18 | -14
COc1ccc(C2Nc3ccccc3C(=O)N2c2ccc(C)cc2)cc1Cn1nc(C)c([N+](=O)[O-])c1C (centres undefined) | -10 | -16 | -0.9 | 1 | x | -1.6 | 6 | 15 | -82
COc1ccccc1OC(=O)CN1C(=O)c2ccccc2C1=O | -2 | -27[20 µM] | 0.9 | 4 | 0.78 | 0.5 | -29 | 14 | -45
CC(=O)C1=C(c2cccc([N+](=O)[O-])c2)N(C(C)=O)n2c(C)nnc2S1 | 10 | -2 | 0.0 | 0 | 1.9 | -0.1 | 4 | 20 | 23
O=C(Nc1ccc(Br)cc1)c1cccn1-c1ncc(C(F)(F)F)cc1Cl | -3 | -23[20 µM] | 1.7 | 5 | x | 1.3 | -4 | 5 | -42
CC(C)(C)NC(=O)c1ccc2c(c1)C1C3CCC(C3)C1C(c1ccccc1)N2 (centres undefined) | -6 | -23 | 0.1 | -3 | 0.24 | -1.3 | -11 | -6 | -23
Cn1c(=NC(=O)CCl)sc2ccccc21 | -3 | -22[20 µM] | 0.3 | -3 | -0.07 | 0.2 | -11 | 12 | -9
O=C(c1ccco1)N1CCN(C2CCCC2)CC1 | -7 | -16 | 0.9 | 3 | 0.56 | 0.9 | -14 | 1 | 4
Nc1c(C(=O)NCc2ccco2)c2nc3ccccc3nc2n1CCc1ccccc1 | -13 | -7 | 0.8 | -3 | -0.24 | 1.8 | 2 | 14 | i
O=C(NC1CCCC1)c1n[nH]c2ccccc12 | 1 | -17 | 0.9 | -3 | -0.78 | -0.1 | -1 | 7 | 9
COc1nn(C(C)C(=O)N2N=C(C(F)F)CC2(O)C(F)F)cc1[N+](=O)[O-] (centres undefined) | 3 | -21[20 µM] | 0.4 | 3 | 0.093 | 2.4 | -8 | -12 | -19
c1ccc2c(c1)CCCN2c1nc2ccccc2n2cnnc12 | -30 | 9 | -0.2 | -5 | -0.6 | 0.9 | -6 | 8 | 18
CCOC(=O)C(=O)Nc1ccc2c(c1)OCO2 | -4 | -25[20 µM] | 0.8 | -9 | 0.055 | 2.0 | -5 | 46 | 26
O=C(COC(=O)/C=C/c1ccccc1Cl)NCc1ccco1 | -1 | -20 | -0.7 | -1 | -1 | -2.0 | -11 | 4 | -44
Cc1ccc(S(=O)(=O)N2CCCCC2)cc1C(=O)N1CCN(c2ccccn2)CC1 | 2 | -27 | 0.5 | -10 | -1.8 | 2.9 | -10 | 14 | -8
Cc1ccccc1NC(=O)C1(C)Cc2ccccc2C(=O)O1 (centres undefined) | 4 | -21[20 µM] | 0.8 | 0 | 0.25 | 2.9 | -20 | 18 | 24
Cc1c(C(=O)/C=C/c2cccs2)oc2ccc(F)cc12 | -4 | -8[20 µM] | 0.8 | 4 | x | -0.5 | -5 | 18 | 2
Cc1nn(-c2ccccc2)c(C)c1-c1cc(C(=O)N/N=C/c2cccnc2)[nH]n1 | -7 | -27 | 0.5 | 5 | -0.52 | -0.5 | -13 | 11 | -18
O=C(Cc1c[nH]c2ccccc12)Nc1nnc(C2CC2)s1 | -2 | -21 | 0.3 | -9 | 1.1 | 1.1 | -12 | -3 | -20
OCCNC(=S)Nc1ccc(Oc2ccccc2)cc1 | 1 | -24 | -0.2 | 1 | -0.87 | -1.0 | -9 | 8 | -17
CCC(C)(C(=O)NC1CCCCC1)N(CC1CCCO1)C(=O)c1ccccn1 (centres undefined) | -2 | -4[20 µM] | -0.5 | 1 | -0.9 | -0.7 | -1 | 0 | 12
Cc1ccc(C2N(c3ccccc3)C(=O)N3CCCN23)cc1 (centres undefined) | -1 | -10 | 0.1 | -5 | 0.054 | -2.0 | 3 | 1 | -7
CCN1C(=O)c2cccc3c(NC(=O)C(C)(C)C)ccc1c23 | -6 | -32 | 0.2 | 0 | 0.078 | 0.5 | -24 | -6 | -3
COCCCn1[nH]c2c3c(ccc2c1=O)C(=O)c1ccccc1C3=O | -28 | 0[20 µM] | 0.5 | 5 | x | -0.8 | -14 | 32 | 4

Bioassay records deposited in PubChem by several laboratories.
